HSP90 refold inh: inhibitors of HSP90 luciferase refolding in rabbit reticulocyte lysate; luciferase refolding luminescence, 3 h; inhibition, % at 5.6 µM; 290,000 tested, 0.91% active; AID 1789;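 active means inhibition above the screen-wide mean plus 3 SD, computed separately per campaign, cut at about 16% in these data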;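 further: 0% = DMSO wells and 100% = 60 µM geldanamycin wells; inhibitors lower the luminescence because luciferase stays unfolded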
HSF1 activator: increases HSF-1 driven luciferase reporter signal. NIH3T3-HGL HSF-1 luciferase reporter, MG132, 8 h; 100% = twice DMSO control signal. activation, % at 9 µM. 300,000 tested, 1.7% active. AID 504408;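 active means mean replicate activation of at least 50% with a set share of replicates each reaching 50%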;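 further: 0% = median of the neutral control wells and 100% = twice that signal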
HSF1 inh: HSF1 inhibition | activity change, negative = inhibition, % at 7.5 µM (by protocol) | NIH3T3-HGL HSE-luciferase, MG132-induced, luminescence 8 h; stronger effect = lower value | 300,000 tested, 0.77% active;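 active means more than half of replicate wells show activity change below -50%, luminescence cut by over half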;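 further: luciferase reports HSF-1 transcriptional activity via heat shock element; 0% = median of DMSO wells and -100% = zero luminescence signal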
aSyn 5UTR inh: 5' untranslated region of α-synuclein, MLPCN primary screen. 300,000 tested, 0.82% active. alpha-synuclein 5'UTR reporter, inhibitor activity. inhibition, % (tested at 7.5 µM); in the data active means inhibition above about 60%;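 further: H4 neuroglioblastoma cells stably carrying SNCA 5'UTR luciferase fusion; 0% = DMSO wells and 100% = positive control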
KLF5 inh: kruppel-like factor 5 inhibition; DLD-1 KLF5 promoter-luciferase reporter, luminescence; inhibition, % at 5 µM; 290,000 tested, 0.23% active; AID 1700;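 active means inhibition above a per-plate limit of that plate's mean compound inhibition plus 3 SD, cut at about 60% in these data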;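 further: 0% = DMSO wells and 100% = LY294002 at 200 µM; higher means less KLF5 promoter-driven luciferase light; inactives centre near -14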
AI-2 QS mod: modulators of Vibrio harveyi AI-2 quorum sensing system. Vibrio harveyi JMH597 AI-2 luminescence/OD600 ratio, 9 h; stronger effect = lower value; strain lacks LuxN and CqsS sensors; 0 = neutral-control median. activity change, % at 7.5 µM. 300,000 tested, 0.4% active; in the data active means activity change below about -75%, passing the limit was not always enough;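 further: luminescence divided by OD600 gain over 9 h not by final OD600 alone; inactives centre near 13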
HIF act: HIF pathway transcriptional activation. U2OS HRE-luciferase reporter, luminescence; normalized: DMSO 0%, desferrioxamine 100%. activation, % at 7.5 µM (by protocol). 300,000 tested, 0.32% active. AID 1910;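 active means mean activation of at least 10% of the iron chelator positive control signal, with at least half of replicates also reaching 10%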
IEC-6 cytotox: kills IEC-6 intestinal cells in KLF5 counter-screen. 290,000 tested, 0.78% active. inhibition, % at 5 µM. IEC-6 cytotoxicity, luminescence viability; in the data active means inhibition above about 22%;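 further: 0% = plate median of test compound wells and 100% = cytotoxic reference compound wells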
GSK3B inh: inhibitors of human GSK3beta kinase; AID 2097; 300,000 tested, 0.038% active; activity score (negative = inhibition), % at 10 µM; P49841; GST-GSK3beta kinase, ADP-Glo luminescence, 60 min; stronger effect = lower value;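 active means more than half of replicate wells score below -50%, meaning over 50% inhibition versus plate controls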;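 further: 0% = median DMSO wells and -100% = median GW8510 positive control wells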
Target sequence (P49841 whole entry, looked up): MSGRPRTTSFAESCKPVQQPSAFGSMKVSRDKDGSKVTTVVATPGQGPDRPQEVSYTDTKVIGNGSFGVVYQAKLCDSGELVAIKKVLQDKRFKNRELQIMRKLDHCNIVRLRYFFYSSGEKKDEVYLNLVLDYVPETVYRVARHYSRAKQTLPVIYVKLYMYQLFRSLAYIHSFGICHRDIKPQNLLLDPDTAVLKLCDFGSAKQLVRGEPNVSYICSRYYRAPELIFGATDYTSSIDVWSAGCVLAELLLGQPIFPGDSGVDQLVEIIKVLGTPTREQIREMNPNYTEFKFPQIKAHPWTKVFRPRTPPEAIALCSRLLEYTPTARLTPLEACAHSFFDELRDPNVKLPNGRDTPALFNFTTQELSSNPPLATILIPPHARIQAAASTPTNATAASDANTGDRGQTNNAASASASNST
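Test system – GST-tagged human GSK3beta kinase, cell-free · Incubation – 60 min enzyme reaction, room temperature · Signal – ADP-Glo luminescence · Also added – peptide substrate and ATP at 25 µM · Controls – DMSO neutral wells and GW8510 at 20 µM as positive · Buffer or medium – Tris/MgCl2 kinase buffer · Measure – Luminescence-derived activity versus plate DMSO and GW8510 wells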
GSK3A inh: blocks human GSK-3 alpha kinase; P49840; ADP-Glo luminescence, 60 min; inhibition, % at 10 µM; 320,000 tested, 0.1% active; AID 2650;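 in the data active means inhibition above about 50%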;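 further: GST-tagged GSK-3 alpha with peptide substrate and 25 µM ATP; 0% = DMSO neutral wells and 100% = GW8510 positive control wells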
Target sequence (P49840 whole entry, looked up): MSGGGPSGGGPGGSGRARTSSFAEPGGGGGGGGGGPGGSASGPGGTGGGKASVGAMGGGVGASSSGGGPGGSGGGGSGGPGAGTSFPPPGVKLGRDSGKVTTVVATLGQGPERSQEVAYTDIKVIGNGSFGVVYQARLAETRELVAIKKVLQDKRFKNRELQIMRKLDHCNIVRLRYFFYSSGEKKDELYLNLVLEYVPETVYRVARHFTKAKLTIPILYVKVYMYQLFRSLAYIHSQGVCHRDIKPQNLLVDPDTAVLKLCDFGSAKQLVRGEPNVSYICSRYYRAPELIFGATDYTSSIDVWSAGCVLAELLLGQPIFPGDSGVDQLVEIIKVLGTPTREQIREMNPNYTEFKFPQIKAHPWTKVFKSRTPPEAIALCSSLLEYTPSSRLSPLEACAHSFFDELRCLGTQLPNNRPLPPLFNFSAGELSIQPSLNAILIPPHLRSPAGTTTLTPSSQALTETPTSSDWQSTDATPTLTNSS
* = called active by the depositor; nt = no result given. Rows were taken by chance (roughly 4.7% active in at least one column).

SMILES	HSP90 refold inh	HSF1 activator	HSF1 inh	aSyn 5UTR inh	KLF5 inh	AI-2 QS mod	HIF act	IEC-6 cytotox	GSK3B inh	GSK3A inh
Cc1ccc(-c2cc(C(F)(F)F)c(C#N)c(SCCC#N)n2)o1	2.4	15.1	3.1	-40.9	-20.6	5.9	-0.6	-0.1	-0.6	-2.1
CCOc1ccc(CCNC(=O)c2ccc(NC3=NC4CS(=O)(=O)CC4S3)cc2)cc1 (stereo unspecified)	-2.6	-4.3	-6.9	-8.0	-40.3	-5.0	-0.4	0.9	-0.2	-4.5
O=C(Cn1cc(/C=N/NC(=O)c2cccc(C(F)(F)F)c2)c2ccccc21)Nc1ccc(F)cc1	0.7	nt	nt	nt	-5.8	26.7	nt	1.5	-1.0	-3.6
CCc1ccccc1N1CN(Cc2ccco2)CNC1=S	-3.0	nt	nt	nt	8.0	9.8	nt	0.7	-3.0	-0.7
O=C(O)c1ccc(Cl)cc1NC(=O)C1CCCO1 (stereo unspecified)	-0.1	-7.7	-2.6	-15.7	-19.6	18.1	0.1	2.3	1.9	2.5
O=C1N2CCCc3cccc(c32)C12Nc1ccccc1S2 (stereo unspecified)	-1.1	-11.2	-7.7	4.6	7.1	0.2	0.0	-3.6	-0.5	nt
COc1cc(/C=C/C(=O)NCc2cccnc2)cc(OC)c1OC	-2.6	-1.7	-3.5	-3.8	-4.5	25.7	-0.6	6.0	0.2	2.4
O=C(c1cccnc1)N1CCc2ccccc21	5.6	13.6	-2.3	-31.5	-4.7	6.5	0.0	4.8	3.4	0.3
Cc1ccc(C)c(NC(=O)CSc2nnc(NC(=O)C3CC3)s2)c1	1.6	-12.6	-7.5	2.9	-9.6	6.7	0.1	4.1	-0.2	5.5
COCCCNC(=O)CSc1nc2cc(S(=O)(=O)N3CCCCC3)ccc2o1	nt	-1.7	-7.2	-3.5	nt	28.6	0.1	nt	-1.1	-0.4

The list goes on, starting with the last 4 of the part before.
SMILES	HSP90 refold inh	HSF1 activator	HSF1 inh	aSyn 5UTR inh	KLF5 inh	AI-2 QS mod	HIF act	IEC-6 cytotox	GSK3B inh	GSK3A inh
COc1cc(/C=C/C(=O)NCc2cccnc2)cc(OC)c1OC	-2.6	-1.7	-3.5	-3.8	-4.5	25.7	-0.6	6.0	0.2	2.4
O=C(c1cccnc1)N1CCc2ccccc21	5.6	13.6	-2.3	-31.5	-4.7	6.5	0.0	4.8	3.4	0.3
Cc1ccc(C)c(NC(=O)CSc2nnc(NC(=O)C3CC3)s2)c1	1.6	-12.6	-7.5	2.9	-9.6	6.7	0.1	4.1	-0.2	5.5
COCCCNC(=O)CSc1nc2cc(S(=O)(=O)N3CCCCC3)ccc2o1	nt	-1.7	-7.2	-3.5	nt	28.6	0.1	nt	-1.1	-0.4
Nc1csnc1C(=O)O	1.0	21.7	6.3	4.9	11.5	23.5	0.0	-1.0	-0.3	-1.2
CCCCCCOc1ccc(-c2ccc(C#N)cn2)cc1	2.2	-6.3	-1.3	-16.0	-31.9	-4.5	0.3	-1.4	0.1	-3.4
CNC(=O)CSc1nc(-c2ccccc2)c(-c2ccccc2)o1	2.7	-0.7	-6.2	26.2	20.4	7.0	-0.5	-1.3	-0.9	-0.2
CCc1ccc(CC)c(S(=O)(=O)Nc2ccc(O)c(C(=O)O)c2)c1	0.4	-9.3	-0.8	9.0	-1.3	26.7	0.8	-4.5	8.6	-2.4
C[C@H](NC(=O)c1nc[nH]c1C(=O)N[C@@H](Cc1ccccc1)C(=O)OCc1ccccc1)C(=O)OC(C)(C)C	0.0	12.1	4.2	0.4	7.1	0.2	2.3	-4.6	-0.7	-2.3
Cc1ccc(Cl)cc1NC(C#N)c1ccccc1 (stereo unspecified)	-3.5	-4.3	-2.5	-15.4	-2.1	22.8	0.3	-2.4	-0.4	-0.7
N#Cc1cc2ccccc2nc1SCc1ccccn1	3.0	2.1	1.7	15.9	3.6	22.2	0.1	13.2	-1.7	-5.0
O=C(NC(NC(=O)c1ccccc1)C(=O)c1ccccc1)c1ccccc1	-2.1	-4.5	-4.1	13.9	-20.7	-0.4	0.4	4.5	1.2	-2.1
COc1ccc2cc(CN(CC3COCCO3)S(=O)(=O)c3ccccc3)c(=O)[nH]c2c1 (stereo unspecified)	1.1	30.0	17.4	-40.1	-20.8	11.3	1.4	4.8	4.7	nt
COc1ccccc1C(=O)N(C)c1nnc(-c2ccccc2)s1	-1.4	48.0	24.4	-117.3	-202.9	-51.5	-9.5	-0.1	-1.5	-0.9
CCOC(=O)c1cnc(-n2nc(C)cc2C)nc1N(C)C	6.7	27.2	0.8	-42.0	-41.6	9.1	2.0	8.6	-1.6	2.0
COc1ccccc1CC(=O)NC12CC3CC(CC(C3)C1)C2	-1.6	-9.5	-6.8	-4.8	-2.7	10.7	0.4	-5.1	-0.5	0.8
N/C(=N\OC(=O)c1ccc(=O)n(Cc2ccccc2)c1)c1ccccn1	-1.1	10.4	4.1	-29.3	-49.2	13.0	1.6	-1.2	-1.2	-1.5
COc1ccc(Cl)cc1C(=O)Nc1nc(C)cc(C)n1	-2.8	-7.3	-5.5	-14.2	-25.7	6.9	-8.6	2.1	1.1	0.9
CCN(CC)CCN(C(=O)c1ccc2ccccc2c1)c1nc2ccc(F)cc2s1	-7.0	11.3	2.3	-4.7	-15.8	21.7	2.6	-4.8	0.0	1.6
COC(c1ccccc1)c1nnc(CCC(=O)N(C)CCCC2CCCC2)o1 (stereo unspecified)	-8.9	21.0	10.3	-23.5	-26.7	45.1	3.1	-6.0	1.9	-0.6
COc1ccc(C(=O)N(CC2CCCO2)C(C(=O)NC2CCCC2)c2ccc(Cl)cc2)cc1OC (stereo unspecified)	-0.6	-3.8	-1.3	8.1	-13.4	22.4	-0.1	-0.5	3.4	-3.5
Cc1cccc(C)c1NC(=O)N1CCCC1C(=O)Nc1ccc(-n2cnnn2)cc1 (stereo unspecified)	0.0	-5.2	2.9	10.9	-7.2	25.8	-0.2	-0.1	-0.9	-10.4
Cc1cc(C)cc(NC(=O)CN2CCC(NC(=O)c3cccc(F)c3)CC2)c1	-3.0	6.7	1.4	45.9	-15.3	6.2	-2.6	0.3	-0.9	-0.8
O=C(CN1C(=O)C2CCCCC2C1=O)Nc1nc(-c2ccccn2)cs1 (stereo unspecified)	8.3	7.3	0.2	45.7	25.0	27.1	-0.2	40.8*	-2.4	3.4

An excerpt from above in order of the KLF5 inh value, smallest number first.
Structure,HSP90 refold inh,HSF1 activator,HSF1 inh,aSyn 5UTR inh,KLF5 inh,AI-2 QS mod,GSK3B inh,GSK3A inh
COC(c1ccccc1)c1nnc(CCC(=O)N(C)CCCC2CCCC2)o1 (stereo unspecified),-8.9,21.0,10.3,-23.5,-26.7,45.1,1.9,-0.6
CCN(CC)CCN(C(=O)c1ccc2ccccc2c1)c1nc2ccc(F)cc2s1,-7.0,11.3,2.3,-4.7,-15.8,21.7,0.0,1.6
COc1ccc(C(=O)N(CC2CCCO2)C(C(=O)NC2CCCC2)c2ccc(Cl)cc2)cc1OC (stereo unspecified),-0.6,-3.8,-1.3,8.1,-13.4,22.4,3.4,-3.5
COc1ccccc1CC(=O)NC12CC3CC(CC(C3)C1)C2,-1.6,-9.5,-6.8,-4.8,-2.7,10.7,-0.5,0.8
O=C(CN1C(=O)C2CCCCC2C1=O)Nc1nc(-c2ccccn2)cs1 (stereo unspecified),8.3,7.3,0.2,45.7,25.0,27.1,-2.4,3.4

Next section
SMILES	HSP90 refold inh	HSF1 activator	HSF1 inh	aSyn 5UTR inh	KLF5 inh	AI-2 QS mod	HIF act	IEC-6 cytotox	GSK3B inh	GSK3A inh
O=C(c1cc(-c2ccccc2)nc2ccccc12)N1CCN(c2ccccn2)CC1	4.9	26.3	2.4	-48.6	4.2	16.8	1.0	-4.8	0.3	-1.5
O=C(Nc1ccc(N2CCOCC2)cc1)C1(S(=O)(=O)c2ccccc2)CC1	0.3	8.2	-2.4	-2.3	-2.6	20.2	-0.1	-0.9	2.6	-2.7
CCN(CC)c1ccc(/C=C(\C#N)C(N)=S)cc1	-5.1	6.7	-0.6	-6.2	-31.2	10.5	0.6	-12.9	0.6	11.8
Cc1ccc(C(=O)N(CC(=O)NC2CCCC2)c2ccc(F)cc2)s1	-1.0	-3.0	-4.2	-11.1	8.0	-6.0	-7.3	0.0	-1.4	1.4
CCn1c(CN2CCN(c3ccc(OC)cc3)CC2)nc2cc(S(=O)(=O)N(C)C)ccc21	0.7	25.1	-2.3	5.2	-48.2	28.9	-0.4	3.4	-0.1	-0.5
C=CCn1c(C)cc(C)c(C#N)c1=O	1.5	-1.9	-4.3	5.4	4.1	27.8	-0.1	1.0	0.7	-0.6
CNC(=S)N/N=C(\C)c1ccc2c(c1)OCCO2	-4.4	-9.4	-12.1	-11.6	0.8	2.0	0.3	-6.5	4.4	10.8
Cc1ccc(S(=O)(=O)NCCCN(C)C)cc1	2.6	-13.4	0.4	-6.0	-31.1	13.9	0.1	2.0	-1.5	-2.4
O=c1oc(-c2ccccc2NS(=O)(=O)c2ccccc2)nc2ccccc12	2.8	8.4	-0.9	-9.8	-16.1	17.2	-0.2	2.2	2.6	-2.2
O=C(O)CCCC(=O)Nc1ccccc1-n1ccnc1	-0.9	2.1	-4.0	-19.1	-10.3	4.6	-0.2	-5.6	-0.2	-2.9
CC(=O)c1ccc(N2CCN(C(=O)c3cccs3)CC2)c(F)c1	-0.2	23.0	-1.2	-48.5	-22.7	12.3	0.4	1.2	0.6	4.5
CCOC(=O)CNC(=O)Nc1cc(C(C)(C)C)nn1-c1ccccc1	4.1	-8.1	-5.4	7.2	8.7	0.2	-0.4	3.6	3.3	-0.5
COc1ccccc1N1CCN(C(=O)c2oc3cc(C)c(C)cc3c2C)CC1	2.9	-4.7	5.3	-5.5	-9.3	20.3	0.2	-1.0	0.0	nt
Cc1nc2ccccc2cc1C(=O)N(C)Cc1ccccc1	-3.4	5.1	-5.6	3.1	0.5	23.7	-0.3	4.9	0.4	-2.1
O=C(CSc1n[nH]c(-c2ccncc2)n1)Nc1ccc(Br)cc1	0.0	-11.0	-3.5	-6.6	-0.5	8.3	0.4	5.7	-4.0	11.8
Cc1c(F)cccc1NC(=O)CCC(=O)O	0.5	4.9	6.9	0.8	3.4	10.7	0.6	-0.9	1.2	-0.3
COc1ccc(Cc2noc(CN(C)CCN3CCc4ccccc4C3)n2)cc1OC	-1.2	16.1	0.5	-6.0	-20.4	6.6	-0.8	0.8	1.3	0.1
COc1ccc(-n2c(CN3CCN(Cc4ccccc4)CC3)nc3ccc([N+](=O)[O-])cc3c2=O)c(OC)c1	-0.8	-3.2	3.8	5.1	-24.1	1.3	-0.9	-5.7	-2.7	-2.4
